5HT1E antag = 5-HT1E (human) receptor antagonism | P28566 | CHO 5-HT1E Ga15 NFAT-bla reporter, FRET, antagonist | inhibition, % at 6 µM | actives 0.99% (n = 65,000) | AID 571;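 active = inhibition above a set limit, the mean inhibition across every tested compound plus 3 SD, cut at about 29% in these data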;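 also: signal is the 460 over 535 nm emission ratio of beta-lactamase substrate; 0% = agonist plus DMSO wells and 100% = wells without agonist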
M1 ag = activates the M1 muscarinic receptor | CHO-M1 cells, Fluo-4 calcium fluorescence, agonist mode; hits give high values | B-score at 10 µM | actives 3% (n = 64,000) | AID 626;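 active = fluorescence rise, raw or as B-score row- and column-corrected plate score, outside the 99.7% band of its plate's samples, either direction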
S1P3 agonist = agonists of human S1P3 receptor. Q99500. S1P3 NFAT-BLA reporter cells, agonism, FRET ratio; relative to 1 µM S1P, basal subtracted. activation, % at 4.5 µM. actives 0.1% (n = 60,000);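 active = activation above the screen-wide mean plus 3 SD, cut at about 4.5% in these data, passing the limit was not always enough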; also: some compounds called inactive have numbers as strong as hits
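Benchmarks: high control 1 µM S1P / System: stable CHO line with human S1P3, Gα16, NFAT-BLA reporter / Dosing: single compound concentration, 4.5 µM final / Timing: 4 h compound at 37 °C, 2 h substrate at RT / Measured by: FRET β-lactamase substrate fluorescence, excitation 405 nm, 460/535 nm emission ratio, background-subtracted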
HTR1E agonist = agonists of human 5-HT1E serotonin receptor | P28566 | CHO 5-HT1E Ga15 NFAT-bla reporter, FRET; 0% DMSO wells, 100% control agonist wells | actives 0.69% (n = 65,000) | activation, % at 6 µM;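 active = activation above a set limit, the screen-wide mean activation plus 3 SD, cut at about 8.5% in these data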;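 also: 100% = positive control agonist at 1 µM giving full maximal response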
S1P1 ag-PAM = agonists and agonism potentiators of human S1P1 receptor | P21453 | S1P1 CRE-bla cells, forskolin, beta-lactamase FRET, potentiator mode; S1P1 agonist co-added at EC20, 2 nM; 100% = saturating reference agonist, 0% = basal | activation, % at 9.5 µM | actives 0.57% (n = 56,000);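 active = activation above a cutoff set at the mean activation of all tested compounds plus 3 SD, cut at about 54% in these data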;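 also: forskolin at 4 µM as EC80 and the EC20 agonist is SEW2871; 100% = SEW2871 at its EC100 plus forskolin at EC80; some compounds past the cut are filed as inactive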
M1 antagonist = M1 muscarinic receptor (rat) antagonism | P08482 | CHO-M1 cells, Fluo-4 calcium, ACh EC80 antagonist mode; hits give low values | B-score at 10 µM | actives 3.4% (n = 64,000);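 active = calcium fluorescence response, raw or row-and-column corrected B-score, differing from the plate sample mean either way at a set confidence level, mostly lower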
Jurkat tox 60K = reduces viability or proliferation of Jurkat cells | actives 1.2% (n = 56,000) | Jurkat E6.1 viability, ATP luminescence, 48 h | AID 463 | inhibition, % at 4 µM;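 active = inhibition above the mean inhibition of all tested compounds plus 3 SD, cut at about 28% in these data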
HER2 expr 66K = Her2 kinase expression inhibition; AID 645; actives 0.69% (n = 65,000); P04626; SKBR-3 HER2 protein level, AlphaScreen, 18-24 h; hits give low values; HER2 level % of control, % at 10 µM;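 active = HER2 level under 5% of the carrier-only control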;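 also: 100% = DMSO carrier and 0% = 500 nM PU-H71 HSP90 inhibitor; lower value means stronger loss of Her2 protein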
Target sequence (P04626 whole entry, looked up): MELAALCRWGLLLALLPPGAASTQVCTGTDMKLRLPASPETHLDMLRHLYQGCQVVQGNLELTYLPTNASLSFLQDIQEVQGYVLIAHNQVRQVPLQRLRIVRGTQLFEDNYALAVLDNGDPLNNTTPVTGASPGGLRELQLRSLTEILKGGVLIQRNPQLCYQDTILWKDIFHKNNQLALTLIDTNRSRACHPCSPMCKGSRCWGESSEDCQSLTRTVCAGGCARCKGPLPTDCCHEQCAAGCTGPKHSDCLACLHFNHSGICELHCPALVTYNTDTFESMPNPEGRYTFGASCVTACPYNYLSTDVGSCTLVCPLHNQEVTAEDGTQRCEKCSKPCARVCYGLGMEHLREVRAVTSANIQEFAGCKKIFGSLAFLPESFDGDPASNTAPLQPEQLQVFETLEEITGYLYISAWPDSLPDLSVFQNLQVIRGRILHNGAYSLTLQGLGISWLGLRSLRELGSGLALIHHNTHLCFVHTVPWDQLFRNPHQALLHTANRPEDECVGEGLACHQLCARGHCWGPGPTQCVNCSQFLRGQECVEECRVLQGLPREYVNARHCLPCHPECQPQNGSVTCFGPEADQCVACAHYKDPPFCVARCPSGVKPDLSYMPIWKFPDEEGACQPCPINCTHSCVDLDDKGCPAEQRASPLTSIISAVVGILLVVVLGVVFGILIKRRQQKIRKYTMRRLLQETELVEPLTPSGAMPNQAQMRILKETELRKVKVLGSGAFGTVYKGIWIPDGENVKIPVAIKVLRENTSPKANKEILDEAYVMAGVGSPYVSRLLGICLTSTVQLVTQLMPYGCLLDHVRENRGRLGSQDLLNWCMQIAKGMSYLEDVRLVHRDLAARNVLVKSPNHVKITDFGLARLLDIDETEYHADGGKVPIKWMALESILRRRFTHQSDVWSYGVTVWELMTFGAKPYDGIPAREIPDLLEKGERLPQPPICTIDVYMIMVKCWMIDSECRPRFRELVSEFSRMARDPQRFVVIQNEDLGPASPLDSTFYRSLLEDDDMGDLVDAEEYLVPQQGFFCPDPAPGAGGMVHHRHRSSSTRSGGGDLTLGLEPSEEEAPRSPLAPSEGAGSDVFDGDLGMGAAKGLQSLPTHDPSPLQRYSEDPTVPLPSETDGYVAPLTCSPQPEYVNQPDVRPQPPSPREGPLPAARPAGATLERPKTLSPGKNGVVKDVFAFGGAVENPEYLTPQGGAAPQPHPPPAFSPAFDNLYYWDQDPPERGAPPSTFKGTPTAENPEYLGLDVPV
HEK293 NFkB inh = lowers PMA/ionomycin-induced NF-kB signal in HEK293 cells; HEK-293 NF-kB luciferase reporter, luminescence; inhibition, % at 3 µM; actives 0.21% (n = 62,000);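 active = inhibition above the mean of all tested compounds plus 3 SD, cut at about 40% in these data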;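 also: 0% = stimulated DMSO wells and 100% = 10 µM reference inhibitor 5653914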
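Reagent: PMA plus ionomycin mix as NF-kB-activating stimulus. Assay system: NF-kB luciferase reporter HEK-293 cells. Technique: luminescence from luciferase substrate reagent. Incubation: 1 h compound pre-incubation, 16 h PMA/ionomycin at 37 °C. Benchmarks: DMSO only as uninhibited control, 10 µM reference inhibitor as full inhibition. Repeats: tested once.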
Starred values were filed as active, the others as inactive; . = no result given. This is a random part of the collection. About 9.2% of those tested had a hit in this group.

SMILES | 5HT1E antag | M1 ag | S1P3 agonist | HTR1E agonist | S1P1 ag-PAM | M1 antagonist | Jurkat tox 60K | HER2 expr 66K | HEK293 NFkB inh
Nn1cnnc1SCC(=O)Nc1ccc2c(c1)OCCO2 | 0 | -0.041 | -0.4 | -1.3 | 3 | 0.28 | -10 | 97 | 13
COc1ccccc1N1CCN(CC(=O)Nc2cccc(F)c2)CC1 | -4 | -0.43 | -0.3 | 0.3 | -5 | -0.21 | 6 | 83 | -1
C=CCn1c(Cc2cccs2)nnc1SCC(=O)c1ccc(F)cc1 | 6 | . | -0.4 | -0.3 | 3 | . | -2 | 117 | 17
Fc1ccc(NCc2nnc(SCc3nnc(-c4ccccc4)o3)n2CC2CCCO2)cc1 (centres undefined) | 5 | 0.051 | 0.0 | 0.2 | -2 | 0.71 | -9 | 117 | 7
O=C(NCCCN1CCN(CCCNC(=O)c2ccc3c(c2)OCO3)CC1)c1ccc2c(c1)OCO2 | 5 | . | -1.1 | -0.5 | 9 | . | 14 | 101 | 10
Cc1ccc(NC(=O)N2CCC(C(=O)NCc3ccc(F)cc3)CC2)cc1 | -1 | -0.29 | -0.5 | -0.3 | 8 | 0.14 | 1 | 99 | 25
Clc1ccc(C2CC(c3ccccc3)Nc3ncnn32)cc1 (centres undefined) | 7 | -1.3 | -1.5 | -0.4 | 23 | 0.068 | 7 | 99 | 16
CCOC(=O)Cc1cc(=O)[nH]c(Nc2nc3ccccc3o2)n1 | 1 | 0.14 | -1.2 | 0.1 | 10 | 1 | 2 | 94 | 16
CCN(CC)CCOc1cccc(C(C)C)c1 | 4 | -0.029 | -0.2 | 13* | -13 | -4.5* | -2 | 95 | 6
CCN1CCN(Cc2ccc(NC(=O)Nc3ccc(OC)cc3)cc2)CC1 | 16 | -0.64 | -0.6 | 0.9 | -20 | -1.2 | 8 | 104 | 9
COCCN(CCOC)c1ncnc2c1cnn2-c1ccccc1 | 3 | -0.67 | -0.7 | 0.2 | -26 | 0.12 | 4 | 81 | 5
O=C(O)CSc1nnc(Cc2ccccc2)n1-c1ccccc1 | -10 | -0.15 | 0.5 | 0.9 | . | -0.74 | -6 | 108 | 6
O=C1CC(N2CCN(C/C=C/c3ccccc3)CC2)C(=O)N1Cc1ccc(N2CCCC2=O)cc1 (centres undefined) | -5 | -0.44 | -1.2 | 0.8 | 0 | -1 | 20 | 123 | 24
CCc1ccc(OCC(=O)OC2CCS(=O)(=O)C2)cc1 (centres undefined) | -1 | 0.98 | . | -0.2 | . | 0.48 | . | 100 | 3
O=C(Nc1cccc(Cn2cccn2)c1)c1cc2c(s1)CCCC2 | 9 | 0.074 | -1.1 | 0.6 | 29 | 0.008 | 8 | 86 | -15
Cc1cccc(N(CC(=O)NCC2CCCO2)C(=O)CCC(=O)Nc2cc(C)on2)c1 (centres undefined) | 0 | 0.7 | -0.8 | -1.4 | 0 | -0.41 | 3 | 104 | 6
N#Cc1nc(-c2cccs2)oc1N1CCN(c2ccccc2)CC1 | -7 | 0.13 | 0.8 | 0.0 | 5 | -0.24 | -6 | 147 | 3
CCn1nnc(NC(=O)COc2ccc(C3CCCCC3)cc2)n1 | 15 | 0.62 | -1.5 | 0.1 | . | -1.8 | 14 | 100 | 7
O=C(CCNC(=O)c1ccc(Br)o1)NC1CCCC1 | -3 | 0.1 | 1.2 | -0.4 | -7 | -0.0097 | 0 | 105 | 6
CCN(CC)S(=O)(=O)c1cccc(-c2nc3n(n2)Cc2ccccc2-3)c1 | 11 | 1.7 | -0.4 | 0.0 | 2 | 0.71 | 0 | 67 | 0
CC(C(=O)Nc1ncc2c(n1)CC(C)(C)CC2=O)N1C(=O)c2ccccc2C1=O (centres undefined) | -2 | 0.88 | 0.3 | 1.5 | 0 | 0.47 | -3 | 114 | 4
CC(C)N=C(NC#N)SCC(=O)NC(C)(C)C | -8 | 0.0096 | -0.7 | -0.1 | -9 | -0.56 | 2 | 85 | -3
CCn1c(N2CCN(CC(=O)c3c(C)n(C)c4ccccc34)CC2)nc2c1c(=O)[nH]c(=O)n2C | 13 | -0.028 | -0.4 | -0.1 | -10 | -1.6 | 7 | 94 | 16
Cc1ccc(CNC(=O)c2ccc(Br)o2)cc1 | 8 | -0.5 | -0.3 | -0.3 | -5 | -0.65 | 4 | 94 | 16
CC(C)CN(CC(C)C)C(=O)CS(=O)(=O)Cc1ccccc1 | -5 | -0.58 | -0.4 | 0.5 | -7 | -0.51 | 5 | 88 | 20
O=C(NCc1cccnc1)C1c2ccccc2C(=O)N1C1CCCCCCC1 (centres undefined) | 3 | 0.092 | -0.4 | -0.5 | -5 | 0.25 | -3 | 111 | 0
COc1ccc(NC2=NCC(=O)N2c2ccccc2)c(OC)c1 | -2 | -0.16 | . | 1.2 | . | 0.94 | . | 100 | -1
O=C(OCc1ccc2c(c1)OCO2)c1ccc(S(=O)(=O)N2CCCC2)cc1 | 1 | -0.27 | -0.3 | -0.3 | 15 | -1.2 | -8 | 76 | 9
Cc1cc(-c2ccccc2)n2ncc(C#N)c2n1 | 3 | -0.21 | -0.6 | -0.4 | -34 | 0.035 | 7 | 112 | 28
CC1CCCCN1CCNC(=O)C1CC(=O)N(c2ccc(F)c(Cl)c2)C1 (centres undefined) | 2 | 0.081 | 0.2 | -1.2 | -1 | -1.6* | -2 | 73 | 7
Cc1cc(S(=O)(=O)NCc2cccnc2)ccc1-n1cnnn1 | 2 | 0.019 | -0.6 | -0.9 | -4 | -0.017 | 5 | 80 | 11
CCCCn1c(SCc2ccc(C(=O)OC)o2)nc2cc(S(N)(=O)=O)ccc21 | 14 | 3.7 | -0.8 | 0.2 | 29 | -1.6 | 21 | 109 | 28
O=C(NCCSc1c[nH]c2ccccc12)c1ccc(Br)o1 | -1 | 0.074 | -0.3 | 1.0 | -1 | -0.039 | 38* | 59 | 13
COc1cccc(Cn2nnc3c(=O)[nH]c(C4CCCN(C(=O)c5ccccc5Cl)C4)nc32)c1 (centres undefined) | 4 | 2 | -0.1 | -0.1 | 2 | 1.7 | -5 | 80 | 18
COc1ccc(OC)c2c1CC(C)(C)NC2=O | 5 | 0.032 | -0.6 | 0.4 | 0 | -0.054 | 1 | 95 | 6
O=C(Nc1cnn(Cc2ccc(Cl)cc2Cl)c1)c1cc(-c2cccs2)on1 | -16 | -0.48 | -0.1 | 0.6 | -14 | -0.33 | 4 | 55 | -9
Cc1ccc2c(c1)[nH]c1c(=O)n(CCCN3CCOCC3)cnc12 | -5 | -0.88 | -1.4 | 0.1 | 2 | 0.016 | 1 | 108 | 7
COc1ccc(S(=O)(=O)N2CCCC2C(=O)NCc2cccs2)cc1 (centres undefined) | -7 | 1 | -0.3 | -0.7 | -16 | 0.59 | 3 | 123 | 18
Cc1ccc(Cn2c(CN3CCN(C(=O)c4ccco4)CC3)nc3c2c(=O)n(C)c(=O)n3C)cc1 | -7 | 0.35 | -1.2 | 1.0 | -2 | 0.49 | 8 | 102 | 14
Cc1ccc(CNC(=O)CCS(=O)(=O)c2cccc3nsnc23)cc1 | 11 | -0.28 | . | -1.5 | . | -0.81 | . | 121 | 10
Cc1occc1C(=O)n1cnc2ccccc21 | -8 | 0.68 | 4.0 | 0.2 | -2 | 0 | -2 | 77 | 9
O=C(c1cccc(C(=O)N2CCN(c3ccccc3)CC2)c1)N1CCN(c2ccccc2)CC1 | -1 | 0.72 | -1.2 | 0.4 | 3 | 0.99 | 8 | 71 | 3
CCCN(CCC)CCCNS(=O)(=O)c1cc(Br)cc2c1N(C(C)=O)CC2 | -8 | 0.37 | 1.2 | -0.1 | -2 | -0.96 | -2 | 102 | 15
CCC(C)(C)n1nnnc1C(c1cc2ccc(OC)cc2[nH]c1=O)N1CCc2ccccc21 (centres undefined) | -2 | 1.4 | -0.7 | 1.0 | -10 | -0.46 | -1 | 55 | -5
Fc1ccccc1Cn1nnc2c(NCc3ccccn3)ncnc21 | 6 | -0.89 | -1.1 | -0.2 | -2 | 0.033 | -2 | 80 | 16
COc1ccc(N=C2SC(CC(=O)Nc3ccc(OC)cc3OC)C(=O)N2C)cc1 (centres undefined) | -8 | -0.0082 | -1.3 | -0.2 | -10 | 0.93 | -4 | 97 | 3
CCc1nc(OCc2ccco2)c2sc3nc4c(cc3c2n1)COC(C)(C)C4 | 9 | 0.58 | -0.5 | -0.5 | -3 | -0.53 | 13 | 88 | 12
Cc1csc(NC(=O)c2cccc(Cn3nc(C)c(Br)c3C)c2)n1 | 16 | 1.5 | -1.1 | 0.2 | 17 | -0.22 | 5 | 98 | 17
COc1ccc(C(=O)N2CCN(C3CCC(c4ccccc4)CC3)CC2)cc1OC (centres undefined) | -4 | -0.47 | -0.4 | 0.6 | 2 | -0.097 | 4 | 99 | -2
CC(=O)N1CCCc2cc(S(=O)(=O)Nc3ccc4c(c3)OCO4)ccc21 | 21 | -0.18 | -0.7 | 0.2 | 15 | -0.017 | 6 | 134 | 17
CCn1c(SCc2ccc(OC)cc2)nnc1-c1ccncc1 | -1 | -1.1 | -0.3 | 0.2 | -22 | -0.022 | 3 | 106 | 23
Cc1onc(-c2ccccc2Cl)c1C(=O)NCc1cccnc1 | 0 | 0.5 | -1.8 | -0.8 | -20 | 0.53 | -4 | 113 | 12
Cc1cc2ccccc2c(=O)n1CC(=O)Nc1ccc2c(c1)OCCO2 | 21 | 0.24 | -0.6 | -0.5 | 11 | 0.61 | 14 | 82 | 24
COc1ccc(-c2cnnn2-c2ccc(NC(=O)c3ccco3)cc2)cc1OC | 47* | 1.3 | . | -0.3 | . | 0.86 | . | 104 | 12
O=C(CCn1c(=O)oc2ccccc21)Nc1nccs1 | 7 | -0.041 | 0.6 | -1.2 | -6 | 0.28 | -5 | 92 | 11
c1ccc(CNc2ncnc3ccccc23)cc1 | 9 | 2.1 | -1.8 | -0.3 | 106* | -1.2 | 69* | 104 | 22
N#C/C(=C\N1CCN(Cc2ccc3c(c2)OCO3)CC1)c1nc2ccccc2s1 | 4 | 5.8 | -0.3 | 0.0 | 4 | -0.5 | . | 88 | .
CCCCNC(=O)C1CCCN1C(=O)Nc1cccc(OC)c1 (centres undefined) | 4 | -0.48 | -0.4 | -2.4 | 16 | 0.58 | -4 | 90 | 21
Cc1c(CN2CCCCC2)c(O)n(CCCO)c(=O)c1C#N | -3 | -0.61 | . | 2.2 | . | 0.064 | . | 56 | 11
Cc1c(C#N)c2ccccc2n1CC(=O)O | -13 | 1.1 | 0.5 | -0.1 | -10 | 1.8 | -8 | 116 | 12
Cc1onc(-c2ccccc2Cl)c1-c1nc(-c2ccccn2)no1 | 9 | . | -0.6 | 0.5 | -18 | . | -8 | 84 | 12
